# Bioassay records deposited in PubChem by several laboratories.
# Myeloid diff MLP: promotes myeloid progenitor differentiation | 1% of 360,000 active | ER-HoxA9 myeloid progenitors, lysozyme-GFP differentiation, flow cytometry | calls only at 10 µM | AID 624256;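 active = normalized GFP-positive differentiation at or above the plate's own cutoff, the solvent-only control mean plus 3 SD; inconclusive = no clear call, values can overlap the other calls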;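 note: cells exposed to compound for four days before flow analysis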
# T cell HTS: T cell immune modulators affecting CD8 T cell-vesicle binding; 2C CD8+ T cell-vesicle binding, flow cytometry; active compounds read low; 0.068% of 330,000 active; calls only at 7 µM;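 active = response, share of CD8 T cells binding vesicles, and their 90th percentile fluorescence all below set limits, cut at about 80% in these data, passing the limit was not always enough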
#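 Benchmarks: naked versus QL9-loaded vesicles / Assay system: purified 2C TCR transgenic mouse naive CD8+ T cells / Technique: high-throughput flow cytometry with anti-B7-1 and anti-CD8 staining / Timing: Cell–vesicle co-incubation 1.5 h at 37 °C, staining 20 min on ice / Read-out: percent CD8+ FL2 mean versus row control / Probe or stimulus: QL9-loaded Drosophila micro-vesicles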
# Lipid droplet: hepatic lipid droplet formation modulation | 0.4% of 240,000 active | AML12 mouse hepatocytes, oleate lipid droplets, BODIPY imaging | inhibition, % at 6.5 µM;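 active = lipid droplet intensity inhibited by at least 50%, with more than 500 cells counted; inconclusive = wells with under 300 cells, treated as cytotoxic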
#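 Material – mouse AML12 hepatocyte cell line, fixed after treatment · Compound dosing – one dose, 6.5 µM compound · Times – compound with oleate, overnight · Measured by – Image-based BODIPY and DAPI two-channel analysis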
# Lipid droplet cells 6.5 µM: also measured in Lipid droplet; calls as there; cell count; measured here: cell count, cytotoxicity flag;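 cells counted across two imaged fields per well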
# T cell HTS vesicle-bound %: second read-out of T cell HTS, no call of its own (marks repeat the call); double positive events, %; measured here: CD8+ vesicle-bound cell fraction;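 binding gate set so that unloaded-vesicle control wells show 10% double positive cells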
# Myeloid diff MLP GFP+ MAC1+ %: further read-out of Myeloid diff MLP, marked with its call; GFP+ MAC1+ double positive, %; measured here: differentiation confirmed by MAC1 staining
# * marks the source's active call; other numbers are inactive results; i = inactive; ? = inconclusive; . = no result given. An excerpt; the hit share may differ from the screen's.
# Values in the order – Myeloid diff MLP	Myeloid diff MLP GFP+ MAC1+ %	T cell HTS	T cell HTS vesicle-bound %	Lipid droplet	Lipid droplet cells 6.5 µM
1. O=C(NCc1cccc(F)c1F)C1CCC(=O)N(C2CC2)C1 (centres undefined)
    i	2.8	i	68.7	9.1	843
2. Cc1ccc(CN(C)c2nc(-c3cccnc3)nc3ccccc23)o1
    i	0.5	i	28.4	-39.0	782
3. COc1ccc(CNC(=O)c2ccc3c(c2)N(C)CCS3)cc1
    i	3.2	i	28.6	-12.7	673
4. O=C(CC(=O)Nc1ccccc1F)Nc1ccccc1F
    i	0.4	i	41.1	-0.8	403
5. Cc1cccc2nc(CNC(=O)CC3C(=O)NCCN3Cc3cccc(F)c3)cn12 (centres undefined)
    i	1.9	i	10.5	-3.8	632
6. CCCCc1cc(=O)oc2cc(C)cc(OCC(=O)NCc3ccncc3)c12
    i	2.4	i	2.6	-18.1	736
7. Cc1ccc(NC(=O)CSc2sc3c(O)cc(=O)[nH]c3c2C#N)cc1C
    i	0.4	i	39.2	-4.8	693
8. O=c1nc(-c2ccccc2)c(-c2ccccc2)n[nH]1
    i	0.7	i	50.6	19.3	655
9. COc1ccccc1-c1nnc(C2CCN(S(=O)(=O)c3ccc([N+](=O)[O-])cc3)CC2)o1
    i	4.1	i	19.8	-20.4	683
10. Cc1cccc(NS(=O)(=O)c2c(C)[nH]c(C)c2C(=O)N2CCCC2)c1
    i	0.6	i	3.1	-18.1	774

# More compounds:
# Values in the order – Myeloid diff MLP	Myeloid diff MLP GFP+ MAC1+ %	T cell HTS	T cell HTS vesicle-bound %	Lipid droplet	Lipid droplet cells 6.5 µM
11. Oc1ccc(Cl)cc1CNc1ccccn1
    i	0.2	i	67.8	6.6	816
12. COc1ccccc1N(CC(=O)NC1CCCCC1)S(=O)(=O)c1ccccc1
    i	5.8	i	32.8	-18.4	775
13. COC(=O)C1C/C(=N/NS(=O)(=O)c2ccc(C)cc2)CS1 (centres undefined)
    i	0.4	i	3.6	0.2	647
14. O=C(/C=C/c1ccc(NC(=O)c2ccccc2-c2ccccc2C(=O)O)cc1)c1ccccc1
    i	0.6	i	43.7	5.0	821
15. CN(C)c1ccc(NC(=O)CCN2C(=O)c3cccc([N+](=O)[O-])c3C2=O)cc1
    i	0.5	i	25.6	-12.6	795
16. Cc1ccnc(NC(=O)CCNS(=O)(=O)c2ccc(C)c(C)c2)c1
    i	0.9	i	11.2	-16.6	668
17. CNc1oc(/C=C/c2cccc(OC)c2)nc1C#N
    i	0.5	i	47.3	-2.5	821
18. CC(C)(C)CC(=O)Nc1ccc(-c2nnc3n2CCCCC3)cc1
    i	0.7	i	28.4	8.2	827
19. COc1ccc(NC(=O)Cn2nnc(C(=O)NCc3ccc(C)cc3)c2N)cc1Cl
    i	4.3	i	13.4	2.0	787
20. CC1(C)N=C(N)N=C(N)N1c1ccc(Oc2ccc(Cl)cc2)c(Cl)c1
    ?	.	i	32.0	-86.1	697

# (cont.)
# Values in the order – Myeloid diff MLP	Myeloid diff MLP GFP+ MAC1+ %	T cell HTS	T cell HTS vesicle-bound %	Lipid droplet	Lipid droplet cells 6.5 µM
21. O=C(Cn1ccc2ccccc2c1=O)NCCC(=O)N1CCCCC1
    i	1.1	i	50.5	-5.5	829
22. O=C(Nc1cccc(Cl)c1)c1cc2c(=O)n3ccccc3nc2s1
    i	1.2	i	27.7	3.3	825
23. COc1ccnc2c1c(=O)n(Cc1ccc(Cl)cc1Cl)c(=O)n2C
    i	0.5	i	2.0	-27.4	732
24. CCN(CC)C(=O)C1CCN(C(=O)c2oc3ccc(C)cc3c2C)CC1
    i	0.6	i	33.6	48.0	646
25. COc1ccc(N2CCN(CCCNC(=O)C(=O)c3c(C)n(C)c4ccccc34)CC2)cc1
    i	1.0	i	43.4	-2.1	694
26. CCC(OC(=O)c1ccco1)C(=O)NCc1ccc(OC)cc1 (centres undefined)
    i	0.6	i	31.6	7.9	779
27. Cc1cc(C)c(S(=O)(=O)N2CCCC(C(=O)NC3CC3)C2)c(C)c1 (centres undefined)
    i	1.1	i	10.0	3.9	677
28. O=C(CN(CC1CCCO1)C(=O)CNS(=O)(=O)c1ccc(Cl)cc1)NCc1ccco1 (centres undefined)
    i	0.4	i	39.1	-33.2	833
29. COc1ccc(F)c(CN2CCCC(CO)(Cc3cccc(Cl)c3)C2)c1 (centres undefined)
    i	0.0	i	58.0	-2.6	786
30. COc1ccc2c(c1OC)C(=O)N1C2SC[C@H]1C(=O)NC1CC1 (some centres undefined)
    i	1.3	i	30.1	-1.5	801

# More results.
# Values in the order – Myeloid diff MLP	Myeloid diff MLP GFP+ MAC1+ %	T cell HTS	T cell HTS vesicle-bound %	Lipid droplet	Lipid droplet cells 6.5 µM
31. CCCCn1c(N)c(N(CC(C)C)C(=O)CCCc2cccs2)c(=O)[nH]c1=O
    i	1.6	i	12.1	4.7	621
32. CCCNC(=O)c1oc2ccc3c(c2c1C)C=CC(C)(C)O3
    i	0.2	i	52.5	17.8	823
33. CCn1c2nc(SCCN3CCOCC3)nnc2c2cc(C)cc(C)c21
    i	0.0	i	54.6	-5.0	837
34. Cc1ccc(S(=O)(=O)N2CCOCC2)cc1C(=O)N1CCCCCC1
    i	0.9	i	63.3	4.7	652
35. Cc1c(C)c2ccc(OCC(=O)N3CC[C@@]4(O)CCCC[C@H]4C3)cc2oc1=O
    i	2.8	i	21.3	-5.4	796
36. Cc1cccc(NC(=O)[C@@H](NC(=O)[C@@H]2Cc3ccccc3CN2)C(C)C)c1
    i	0.0	i	29.4	-1.2	800
37. C[n+]1ccccc1/C=C/c1ccc(F)c(F)c1
    i	2.8	i	41.9	-6.7	762
38. Fc1cccc(NC(=S)N2CCc3ccccc32)c1
    i	3.2	i	4.3	-29.7	581
39. Cc1ccc(S(=O)(=O)N2CCN(c3cccc(C)c3)CC2)cc1
    i	0.8	i	54.0	5.1	790
40. CC(C)N1C(=O)N(c2cccc(Cl)c2)C(C)(O)CC1(C)C (centres undefined)
    i	0.3	i	29.8	-1.3	418

# Further compounds.
# Values in the order – Myeloid diff MLP	Myeloid diff MLP GFP+ MAC1+ %	T cell HTS	T cell HTS vesicle-bound %	Lipid droplet	Lipid droplet cells 6.5 µM
41. Cc1ccccc1NS(=O)(=O)c1ccc(OCC(=O)NCC2CCCO2)cc1 (centres undefined)
    i	1.4	i	7.1	0.0	841
42. COc1cc(C(=O)NC(C)c2cccc3ccccc23)cc(OC)c1OC (centres undefined)
    i	0.8	i	52.3	-7.1	848
43. C=CCN(C(=O)CNC(=O)c1ccco1)C(C(=O)NC1CCCC1)c1ccc(OC)cc1 (centres undefined)
    i	0.3	i	47.6	-7.5	756
44. Cc1nn(C)cc1C(C)NC(=O)c1cc(COc2cccc3cnccc23)on1 (centres undefined)
    i	0.7	i	15.1	7.6	687
45. COc1ccc(C(=O)NC2CC(C)(C)Cc3c2cnn3-c2ccccc2)cc1OC (centres undefined)
    i	1.3	i	28.7	2.4	707
46. O=C(O)c1ccc2c(c1)-c1cc(C(=O)O)ccc1S2(=O)=O
    i	10.1	i	22.0	-2.9	767
47. COc1cc2c(cc1OC)CN(C(=O)Nc1ccccc1Cl)CC2
    i	0.9	i	51.0	2.8	809
48. NC(=S)N/N=C/c1ccc2cccc(OCc3ccccc3)c2n1
    i	0.5	i	21.4	-27.5	750
49. Cn1c2ccccc2c2cc(/C=N/NC(=O)c3ccc(N)cc3)ccc21
    i	0.7	i	47.7	-0.2	689
50. Cc1cccc(C(=O)N2CCCC(Nc3ccc(F)c(F)c3)C2)n1 (centres undefined)
    i	1.4	i	60.2	-15.3	637

# (next part)
# Values in the order – Myeloid diff MLP	Myeloid diff MLP GFP+ MAC1+ %	T cell HTS	T cell HTS vesicle-bound %	Lipid droplet	Lipid droplet cells 6.5 µM
51. Cc1ccc(O)c(NC(=O)c2ccc3c(c2)C(=O)N(CC(C)C)C3=O)c1
    i	0.2	i	63.6	-0.3	759
52. O=S(=O)(c1ccc(Cl)cc1)N1CCN(CCc2ccccc2)CC1
    ?	.	i	48.4	18.2	832
53. CC(C)CCNC(=O)C1CCC(=O)N1CCc1ccccc1 (centres undefined)
    i	1.1	i	26.4	-0.8	415
54. CC(C)c1cc(=O)n2[nH]c(SCc3ccc(Cl)cc3)nc2n1
    i	0.7	i	26.0	6.0	820
55. Cc1ccc(N2CC(C(=O)N3CCC(C(=O)NC(C)(C)C)CC3)CC2=O)cc1 (centres undefined)
    i	0.7	i	32.2	-1.1	745
56. CCOC(=O)[C@@H]1[C@H]2COc3cc(OC)ccc3[C@H]2N2C(=O)N(c3cccc(Cl)c3)C(=O)[C@@]12C
    i	0.4	i	17.4	-17.6	733
57. Cc1nc(C)c(C(=O)Nc2cccc(C)c2C)s1
    i	0.3	i	56.0	-4.7	816
58. O=C(NCCc1ccccc1)C1CCC(=O)N1C1CCCC1 (centres undefined)
    i	1.1	i	59.4	10.5	870
59. COc1ccc(S(=O)(=O)Oc2cccc(C(=S)N3CCOCC3)c2)cc1
    i	0.3	i	29.2	-0.8	691
60. CC(C)(C)c1ccc(OCC(=O)NNC(=O)Nc2ccccc2)cc1
    i	0.6	i	33.5	7.9	843

# Arranged by length of the SMILES (lowest first): some entries from above.
# Values in the order – Myeloid diff MLP	Myeloid diff MLP GFP+ MAC1+ %	T cell HTS	T cell HTS vesicle-bound %	Lipid droplet	Lipid droplet cells 6.5 µM
57. Cc1nc(C)c(C(=O)Nc2cccc(C)c2C)s1
    i	0.3	i	56.0	-4.7	816
58. O=C(NCCc1ccccc1)C1CCC(=O)N1C1CCCC1 (centres undefined)
    i	1.1	i	59.4	10.5	870
48. NC(=S)N/N=C/c1ccc2cccc(OCc3ccccc3)c2n1
    i	0.5	i	21.4	-27.5	750
54. CC(C)c1cc(=O)n2[nH]c(SCc3ccc(Cl)cc3)nc2n1
    i	0.7	i	26.0	6.0	820
46. O=C(O)c1ccc2c(c1)-c1cc(C(=O)O)ccc1S2(=O)=O
    i	10.1	i	22.0	-2.9	767
49. Cn1c2ccccc2c2cc(/C=N/NC(=O)c3ccc(N)cc3)ccc21
    i	0.7	i	47.7	-0.2	689
59. COc1ccc(S(=O)(=O)Oc2cccc(C(=S)N3CCOCC3)c2)cc1
    i	0.3	i	29.2	-0.8	691
44. Cc1nn(C)cc1C(C)NC(=O)c1cc(COc2cccc3cnccc23)on1 (centres undefined)
    i	0.7	i	15.1	7.6	687
45. COc1ccc(C(=O)NC2CC(C)(C)Cc3c2cnn3-c2ccccc2)cc1OC (centres undefined)
    i	1.3	i	28.7	2.4	707
51. Cc1ccc(O)c(NC(=O)c2ccc3c(c2)C(=O)N(CC(C)C)C3=O)c1
    i	0.2	i	63.6	-0.3	759
55. Cc1ccc(N2CC(C(=O)N3CCC(C(=O)NC(C)(C)C)CC3)CC2=O)cc1 (centres undefined)
    i	0.7	i	32.2	-1.1	745
56. CCOC(=O)[C@@H]1[C@H]2COc3cc(OC)ccc3[C@H]2N2C(=O)N(c3cccc(Cl)c3)C(=O)[C@@]12C
    i	0.4	i	17.4	-17.6	733

# Remaining list, next part.
# Values in the order – Myeloid diff MLP	Myeloid diff MLP GFP+ MAC1+ %	T cell HTS	T cell HTS vesicle-bound %	Lipid droplet	Lipid droplet cells 6.5 µM
61. COc1ccc(S(=O)(=O)n2cccc2)cc1OC
    i	0.9	i	2.4	-4.0	845
62. O=C(c1ccc([N+](=O)[O-])cc1[N+](=O)[O-])N1CCc2ccccc21
    i	0.3	i	49.4	-8.4	809
63. O=C(CN1CCC(NC(=O)c2cccc(F)c2)CC1)Nc1ccc(Br)cc1
    i	1.0	i	55.8	5.5	787
64. Cc1oc2c(c(C)cc3oc(=O)c(CC(=O)NCCCN4CCCC4=O)c(C)c32)c1C
    i	1.9	i	43.0	-10.9	788
